Bioassay records (PubChem)
CHO-K1 Ca antag: counter-screen for M1 antagonists: effect in parental CHO-K1 cells; ATP-induced calcium, Fluo-8 fluorescence; inhibition, % at 3 µM; 0.6% of 360,000 active;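 active = inhibition above a per-plate cutoff, the plate's mean sample inhibition plus 3 SD, cut at about 24% in these data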;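 note: 0% = DMSO plus EC80 ATP and 100% = DMSO alone without ATP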
CHRM1 PAM: human M1 muscarinic receptor positive allosteric modulators, primary screen, CHO-K1 cells, Fluo-8 calcium fluorescence, 1536-well. CHO-K1 hM1, ACh EC20; 0% = ACh EC20, 100% = maximal ACh. AID 588819, 2011. activation, % at 3 µM. 0.088% of 360,000 active; in the data active = activation above about 19%, passing the limit was not always enough
Target sequence (P11229 whole entry, looked up): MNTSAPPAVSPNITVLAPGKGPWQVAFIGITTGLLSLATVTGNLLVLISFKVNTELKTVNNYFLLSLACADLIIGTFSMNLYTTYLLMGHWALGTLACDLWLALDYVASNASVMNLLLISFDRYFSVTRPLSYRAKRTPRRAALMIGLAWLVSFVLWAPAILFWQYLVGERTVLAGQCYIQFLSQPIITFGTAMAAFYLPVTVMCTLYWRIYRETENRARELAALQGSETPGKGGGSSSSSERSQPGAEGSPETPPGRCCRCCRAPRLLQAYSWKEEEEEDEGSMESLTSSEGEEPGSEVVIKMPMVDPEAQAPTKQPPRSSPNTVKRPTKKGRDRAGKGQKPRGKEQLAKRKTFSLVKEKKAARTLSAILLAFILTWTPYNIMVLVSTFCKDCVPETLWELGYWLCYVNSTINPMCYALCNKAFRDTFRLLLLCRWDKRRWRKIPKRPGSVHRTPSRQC
M1 ag parental: counter-screen for M1 agonists: effect in parental CHO-K1 cells | Fluo-8 calcium fluorescence; scaled to maximal ATP response, vehicle zero | activation, % at 3 µM | 0.48% of 360,000 active; in the data active = activation above about 15%;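 note: untransfected CHO-K1 host cells lacking M1 receptor as counterscreen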
CHRM1 antagonist: human M1 muscarinic receptor antagonists, primary screen, CHO-K1 cells, Fluo-8 calcium fluorescence, 1536-well; Muscarinic acetylcholine receptor M1 (Homo sapiens), P11229; CHO-K1 hM1, ACh EC80 antagonist; inhibition, % at 3 µM; 1.3% of 360,000 active; AID 588852, 2011;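 active = percent inhibition above its own plate's cutoff, namely the mean of that plate's compound wells plus 3 SD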;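 note: peak over basal fluorescence ratio during 140 s after agonist addition; 0% = ACh EC80 plus DMSO and 100% = DMSO alone without agonist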
M4 antag: human M4 muscarinic receptor antagonists, primary screen, CHO cells, Fluo-8 calcium fluorescence; Muscarinic acetylcholine receptor M4 (Homo sapiens), P08173; inhibition, % at 3 µM; 0.73% of 360,000 active; CHO-hM4 cells, ACh EC80;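 active = inhibition above its plate's cutoff, the mean inhibition of sample wells plus 3 SD, cut at about 27% in these data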;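 note: 0% = acetylcholine EC80 with DMSO and 100% = DMSO without agonist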
CHO parental Ca: ATP-evoked calcium signal inhibitors, parental CHO, primary screen, counter-screen for OX1R antagonist project, cell-based, fluorescence, Fluo-8 calcium dye; inhibition, % at 5.6 µM; 0.63% of 330,000 active; parental CHO-K1, ATP-induced calcium, Fluo-8 fluorescence;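 active = inhibition above that plate's mean sample inhibition plus 3 SD, cut at about 26% in these data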;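 note: 0% = ATP-challenged DMSO wells and 100% = DMSO wells without ATP; some compounds past the cut are filed as inactive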
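Test system: untransfected parental CHO cell line; also added: ATP stimulus; dosing: 5.6 µM, single dose; signal: calcium-sensitive Fluo-8 fluorescence; measure: percent inhibition of ATP-evoked calcium rise, normalized to controls; benchmarks: low control ATP plus DMSO, high control DMSO only; replication: one well per compound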
M4 ag: human M4 muscarinic receptor agonists, primary screen, CHO-K1 cells, Fluo-8 calcium fluorescence; Muscarinic acetylcholine receptor M4 (Homo sapiens), P08173; CHO-K1 hM4/Gqi5; vehicle 0%, full acetylcholine response 100%; activation, % at 3 µM; 0.14% of 360,000 active;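 active = activation above the run mean over all test wells plus 3 SD, cut at about 32% in these data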;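 note: peak over basal fluorescence ratio per well then scaled between controls; 0% = DMSO wells and 100% = acetylcholine at EC100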
M1 ag: human M1 muscarinic receptor agonists, primary screen, Fluo-8 calcium fluorescence, CHO-K1 cells, HTS; Muscarinic acetylcholine receptor M1 (Homo sapiens), P11229; CHO-K1 hM1, agonist mode; 0% DMSO, 100% acetylcholine EC100; activation, % at 3 µM; 0.33% of 360,000 active;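 active = activation above the run's mean compound activation plus 3 SD, cut at about 16% in these data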;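 note: peak over basal fluorescence ratio within a 140 s kinetic read after compound addition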
OXTR potentiate: human OXTR potentiators, primary screen, fluorescence, CHO-OTR cells, Fluo-8 calcium. Oxytocin receptor (Homo sapiens), P30559. activation, % at 3 µM. Fluo-8 calcium fluorescence, potentiator mode; 0% = oxytocin EC15, 100% = EC100. 0.061% of 320,000 active;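 active = activation above that plate's cutoff, the mean activation of tested compounds plus 3 SD, cut at about 6.6% in these data, passing the limit was not always enough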;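 note: 100% uses oxytocin at 75 nM as the full agonist control; some results filed as inactive read as strong as hits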
Target sequence (P30559 whole entry, looked up): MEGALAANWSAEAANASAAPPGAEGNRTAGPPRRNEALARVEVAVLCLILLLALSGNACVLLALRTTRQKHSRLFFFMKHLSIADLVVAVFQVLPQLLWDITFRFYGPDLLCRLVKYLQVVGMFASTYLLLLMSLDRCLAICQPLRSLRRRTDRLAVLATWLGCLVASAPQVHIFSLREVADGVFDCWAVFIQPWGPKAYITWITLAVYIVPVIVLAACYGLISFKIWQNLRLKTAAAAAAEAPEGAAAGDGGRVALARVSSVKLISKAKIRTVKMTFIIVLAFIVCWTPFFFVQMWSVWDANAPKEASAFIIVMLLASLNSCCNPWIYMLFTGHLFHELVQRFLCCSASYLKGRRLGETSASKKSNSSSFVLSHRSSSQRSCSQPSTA
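Dosing: Single dose, 3.0 µM nominal final compound concentration | Material: Human OTR in CHO cells | Technique: Kinetic Fluo-8 calcium fluorescence | Benchmarks: EC15 oxytocin alone as 0%, 75 nM oxytocin as 100% | Probe or stimulus: Oxytocin at about EC15, sub-maximal agonist stimulus | Incubation: Compound 6 min at room temperature before oxytocin, 100 s read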
Starred values were filed as active, the others as inactive.

Screening CC(=O)NCCc1ccc(S(=O)(=O)Nc2ccc3c(c2)OCCO3)cc1 returned CHO-K1 Ca antag -2.8, CHRM1 PAM -6.1, M1 ag parental 4.7, CHRM1 antagonist 0.6, M4 antag -2.2, CHO parental Ca -2.7, M4 ag 10.2, M1 ag -0.4 and OXTR potentiate -2.4.
Screening Clc1cccc(N/N=C/c2ccncc2)c1 returned CHO-K1 Ca antag 7.8, CHRM1 PAM 4.8, M1 ag parental -0.3, CHRM1 antagonist 3.1, M4 antag 0.4, CHO parental Ca -6.4, M4 ag -0.1, M1 ag -3.0 and OXTR potentiate 3.6.
For COc1cccc(C(=O)N2CCN(Cc3cn[nH]c3-c3ccc(F)cc3F)CC2)c1 the results were CHO-K1 Ca antag 0.7, CHRM1 PAM 8.6, M1 ag parental 1.0, CHRM1 antagonist -10.8, M4 antag 3.5, CHO parental Ca -9.8, M4 ag 1.6, M1 ag -7.9 and OXTR potentiate -7.5.
O=C(CSc1cccc2cccnc12)N/N=C/c1ccc(F)cc1 was read as CHO-K1 Ca antag 0.8, CHRM1 PAM 13.2, M1 ag parental 1.6, CHRM1 antagonist -20.2, M4 antag -1.9, CHO parental Ca -8.0, M4 ag 1.2, M1 ag -1.8 and OXTR potentiate -10.8.
For COc1ccc(/C=C/C(=O)NC(=S)N2CCSCC2)cc1 the results were CHO-K1 Ca antag -2.0, CHRM1 PAM 1.3, M1 ag parental 1.0, CHRM1 antagonist -4.2, M4 antag 0.3, CHO parental Ca -9.0, M4 ag 2.0, M1 ag -10.2 and OXTR potentiate -3.0.
For Cc1ccc2nc(NCCNC(=O)c3ccccc3)c(C#N)cc2c1 the results were CHO-K1 Ca antag 14.4, CHRM1 PAM 3.3, M1 ag parental -0.6, CHRM1 antagonist -4.4, M4 antag 51.1*, CHO parental Ca -16.8, M4 ag 0.1, M1 ag -2.2 and OXTR potentiate -0.3.
Cc1ccc(C(=O)NCC(=O)OCc2c(F)cccc2Cl)cc1 was read as CHO-K1 Ca antag 0.9, CHRM1 PAM 7.4, M1 ag parental 0.4, CHRM1 antagonist -23.8, M4 antag -5.5, CHO parental Ca -4.2, M4 ag 0.5, M1 ag 2.2 and OXTR potentiate -4.0.
Cc1nn(-c2ccccc2)c2c1C(c1ccc([N+](=O)[O-])cc1)C(C#N)=C(N)O2 (stereo not given) was read as CHO-K1 Ca antag -15.7, CHRM1 PAM 11.8, M1 ag parental 1.0, CHRM1 antagonist -11.3, M4 antag -1.6, CHO parental Ca -12.5, M4 ag 1.4, M1 ag -1.4 and OXTR potentiate 8.8.
Cc1nnc2ccc(-c3ccc(NS(=O)(=O)c4ccc(F)cc4F)cc3)nn12 was read as CHO-K1 Ca antag -6.4, CHRM1 PAM 5.8, M1 ag parental 8.9, CHRM1 antagonist -7.8, M4 antag 4.6, CHO parental Ca -16.8, M4 ag 1.7, M1 ag 0.3 and OXTR potentiate 5.3.
`O=S(=O)(CCc1nc2ccccc2[nH]1)c1ccc(Cl)cc1` gave CHO-K1 Ca antag -4.2, CHRM1 PAM 2.6, M1 ag parental 0.6, CHRM1 antagonist -7.0, M4 antag -10.1, CHO parental Ca -5.9, M4 ag 2.1, M1 ag -2.4 and OXTR potentiate -10.6.
For CCOC(=O)C(NC(=O)c1cccnc1)(Nc1cccc(C)n1)C(F)(F)F (stereo not given) the results were CHO-K1 Ca antag 9.7, CHRM1 PAM -7.0, M1 ag parental 0.2, CHRM1 antagonist -3.6, M4 antag 0.0, CHO parental Ca -11.9, M4 ag 0.8, M1 ag -3.3 and OXTR potentiate -12.9.
`Cc1nc2ccccc2c(=O)n1NC(=O)Cc1ccc([N+](=O)[O-])cc1` gave CHO-K1 Ca antag -6.0, CHRM1 PAM 6.8, M1 ag parental 1.1, CHRM1 antagonist -2.8, M4 antag 8.5, CHO parental Ca -17.2, M4 ag 0.5, M1 ag -1.4 and OXTR potentiate -3.8.
`CCOc1ccc(NC(=O)CN(C)C(=O)CC2CC3CCC2C3)cc1OCC` (stereo not given) gave CHO-K1 Ca antag -3.1, CHRM1 PAM 9.8, M1 ag parental 1.2, CHRM1 antagonist -5.2, M4 antag 5.7, CHO parental Ca -19.0, M4 ag 3.0, M1 ag -0.3 and OXTR potentiate 0.8.
Cc1ccnc(NC(=O)Nc2cccc(F)c2)n1 was read as CHO-K1 Ca antag 5.5, CHRM1 PAM 4.1, M1 ag parental -0.4, CHRM1 antagonist -4.4, M4 antag 0.5, CHO parental Ca 1.5, M4 ag 0.3, M1 ag -1.6 and OXTR potentiate 3.5.
`O=C1C2C3C=CC(C2C(=O)N1c1cccc(O)c1)C1C2C(=O)N(c4cccc(O)c4)C(=O)C2C31` (stereo not given) gave CHO-K1 Ca antag -14.3, CHRM1 PAM 3.4, M1 ag parental 0.8, CHRM1 antagonist 3.1, M4 antag 12.3, CHO parental Ca -3.1, M4 ag 0.5, M1 ag -5.2 and OXTR potentiate -5.0.
COC(=O)C1CCN(C(=O)COC(=O)c2cc(-c3cccs3)nn2-c2ccccc2)CC1 was read as CHO-K1 Ca antag 0.9, CHRM1 PAM -15.2, M1 ag parental 0.6, CHRM1 antagonist 16.0, M4 antag 8.2, CHO parental Ca -29.7, M4 ag 2.6, M1 ag -7.8 and OXTR potentiate 0.7.
O=c1c2ccccc2c(-c2ccc(O)cc2)nn1-c1cccc(C(F)(F)F)c1 was read as CHO-K1 Ca antag -3.6, CHRM1 PAM -5.8, M1 ag parental 1.3, CHRM1 antagonist -3.2, M4 antag 6.3, CHO parental Ca -11.5, M4 ag 2.0, M1 ag -7.7 and OXTR potentiate -7.4.
`COCc1ccc(CN2CCCC(C(=O)Nc3ccc(-c4cccc(OC)c4)cc3)C2)o1` (stereo not given) gave CHO-K1 Ca antag -6.0, CHRM1 PAM -2.7, M1 ag parental 3.4, CHRM1 antagonist -5.7, M4 antag -12.5, CHO parental Ca -11.7, M4 ag 16.9, M1 ag -10.2 and OXTR potentiate -10.0.
For CCOC(=O)Cc1cc(=O)n2[nH]c(C)cc2n1 the results were CHO-K1 Ca antag -2.3, CHRM1 PAM 12.5, M1 ag parental 0.3, CHRM1 antagonist -18.9, M4 antag -0.4, CHO parental Ca 0.2, M4 ag 0.6, M1 ag 0.0 and OXTR potentiate -5.2.
Screening COc1ccc(CCC(=O)Nc2cc(S(=O)(=O)N3CCOCC3)ccc2OC(C)C)cc1 returned CHO-K1 Ca antag -14.0, CHRM1 PAM -1.8, M1 ag parental 0.3, CHRM1 antagonist 5.5, M4 antag 6.4, CHO parental Ca -12.6, M4 ag 0.5, M1 ag -4.8 and OXTR potentiate -7.3.
For COc1ccc(N2CCN(C(=O)c3cccc(N4C(=O)C5CC=CC(C)C5C4=O)c3)CC2)cc1 (stereo not given) the results were CHO-K1 Ca antag -17.0, CHRM1 PAM -7.5, M1 ag parental 6.1, CHRM1 antagonist 2.2, M4 antag 6.6, CHO parental Ca -15.3, M4 ag 14.1, M1 ag -0.2 and OXTR potentiate -7.2.
For CC(NC(=O)C1CCCN(C(=O)c2ccc(Cl)cc2)C1)c1cccc(C(F)(F)F)c1 (stereo not given) the results were CHO-K1 Ca antag -13.4, CHRM1 PAM 7.2, M1 ag parental -0.5, CHRM1 antagonist -6.2, M4 antag -13.0, CHO parental Ca -7.7, M4 ag 0.7, M1 ag -1.0 and OXTR potentiate -6.8.
For COc1ccc(OC)c2sc(N3CCN(C(=O)c4ccc([N+](=O)[O-])s4)CC3)nc12 the results were CHO-K1 Ca antag -17.4, CHRM1 PAM -2.7, M1 ag parental 2.2, CHRM1 antagonist 8.3, M4 antag -14.2, CHO parental Ca 4.1, M4 ag 4.0, M1 ag -2.4 and OXTR potentiate -6.4.
For COC(CNC(=O)c1cc(C)nn1-c1ccccc1)OC the results were CHO-K1 Ca antag 13.2, CHRM1 PAM -1.1, M1 ag parental -0.1, CHRM1 antagonist 10.7, M4 antag -0.8, CHO parental Ca -3.2, M4 ag 1.4, M1 ag 0.1 and OXTR potentiate 1.7.
`COc1ccc(CC(=O)OCc2csc(CC(=O)Nc3ccc(C)cc3)n2)cc1` gave CHO-K1 Ca antag -19.8, CHRM1 PAM -4.6, M1 ag parental 2.7, CHRM1 antagonist 0.0, M4 antag -11.6, CHO parental Ca -26.8, M4 ag 10.4, M1 ag 3.1 and OXTR potentiate -5.4.
`C/C(=N/NS(=O)(=O)c1ccc(C)cc1C)c1c[nH]c2ccccc12` gave CHO-K1 Ca antag 0.2, CHRM1 PAM 19.0, M1 ag parental 1.0, CHRM1 antagonist -24.3, M4 antag -4.8, M4 ag 0.3 and M1 ag 2.0.
For O=C1NC[C@@H](CCCCN2C[C@H](Cc3ccc(O)cc3)N(CCC3CCCCC3)C(=O)C2=O)N(Cc2ccccc2)C1=O the results were CHO-K1 Ca antag 2.8, M1 ag parental 1.6, M4 antag 6.8 and M4 ag 2.5.
`O=C(NNc1nc2ccccc2s1)c1ccccc1F` gave CHO-K1 Ca antag -4.2, CHRM1 PAM -5.1, M1 ag parental 0.5, CHRM1 antagonist 1.6, M4 antag 1.4, CHO parental Ca -12.4, M4 ag 1.9, M1 ag -2.1 and OXTR potentiate -10.0.
For CCOC(=O)c1sc2nc(CC(=O)OC)nc(NCCN(CC)CC)c2c1C the results were CHO-K1 Ca antag -13.0, CHRM1 PAM -1.6, M1 ag parental 0.2, CHRM1 antagonist -0.3, M4 antag 2.9, CHO parental Ca -17.8, M4 ag 1.9, M1 ag -14.0 and OXTR potentiate -4.1.
For CC(C)(C)OC(=O)C[C@H]1C/C=C\C[C@H](CC(=O)N(CCO)Cc2ccccc2)C(=O)NC[C@H](c2ccccc2)OC1=O the results were CHO-K1 Ca antag 1.9, CHRM1 PAM -0.4, M1 ag parental -0.3, CHRM1 antagonist -0.1, M4 antag 3.5, CHO parental Ca -23.1, M4 ag 1.7, M1 ag -4.2 and OXTR potentiate -7.0.
`COC(=O)c1cn(C(=O)c2ccco2)c2ccccc12` gave CHO-K1 Ca antag -4.9, CHRM1 PAM 1.1, M1 ag parental 1.4, CHRM1 antagonist -9.5, M4 antag -5.2, CHO parental Ca -10.1, M4 ag 1.2, M1 ag -4.2 and OXTR potentiate -0.5.
Nc1c(-c2ccc(Cl)cc2)cnc2c(-c3ccccc3)cnn12 was read as CHO-K1 Ca antag 5.5, CHRM1 PAM 13.1, M1 ag parental -0.6, CHRM1 antagonist -7.8, M4 antag 1.8, CHO parental Ca -0.7, M4 ag -0.1, M1 ag -4.0 and OXTR potentiate -9.5.
